# S1P3 antag – S1P3 receptor antagonists, primary screen, cell-based; Sphingosine 1-phosphate receptor 3 (Homo sapiens), Q99500; CHO S1P3 NFAT-BLA reporter, FRET fluorescence, antagonist mode; inhibition, % at 4.98 µM; 0.27% of 170,000 active; AID 485, 2006;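 active = inhibition above the plate cutoff, the mean inhibition of test wells on that plate plus 3 SD, cut at about 28% in these data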;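 note: cells challenged with S1P at its EC80 of 0.8 µM; blue over green emission ratio from cleaved BLA substrate after 4 h stimulation; 0% = S1P-stimulated wells and 100% = unstimulated DMSO-only wells; some compounds past the cut are filed as inactive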
# Target sequence (Q99500 whole entry, looked up): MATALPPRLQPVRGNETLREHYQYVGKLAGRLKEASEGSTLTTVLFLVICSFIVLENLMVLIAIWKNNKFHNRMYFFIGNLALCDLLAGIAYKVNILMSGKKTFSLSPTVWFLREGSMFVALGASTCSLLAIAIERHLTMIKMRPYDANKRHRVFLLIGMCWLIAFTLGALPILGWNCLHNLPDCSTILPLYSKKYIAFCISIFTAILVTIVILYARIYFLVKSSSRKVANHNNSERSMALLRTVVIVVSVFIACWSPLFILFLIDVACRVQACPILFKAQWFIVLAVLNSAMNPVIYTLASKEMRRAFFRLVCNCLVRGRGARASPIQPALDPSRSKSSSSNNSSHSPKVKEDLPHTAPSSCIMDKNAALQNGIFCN
# TNAP inh hiacc – human TNAP enzyme inhibitors, primary screen, biochemical, luminescent, high phosphate acceptor level, uHTS; inhibition, % at 20 µM; AID 1135, 2008; 0.03% of 200,000 active; purified TNAP, CDP-star luminescence, 1 M DEA;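 active = over 50% inhibition of tissue-nonspecific alkaline phosphatase at 20 µM in the single-dose screen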;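 note: plate controls were DMSO wells for no effect and EDTA-quenched wells as full inhibition for full effect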
# Target sequence (P05186 whole entry, looked up): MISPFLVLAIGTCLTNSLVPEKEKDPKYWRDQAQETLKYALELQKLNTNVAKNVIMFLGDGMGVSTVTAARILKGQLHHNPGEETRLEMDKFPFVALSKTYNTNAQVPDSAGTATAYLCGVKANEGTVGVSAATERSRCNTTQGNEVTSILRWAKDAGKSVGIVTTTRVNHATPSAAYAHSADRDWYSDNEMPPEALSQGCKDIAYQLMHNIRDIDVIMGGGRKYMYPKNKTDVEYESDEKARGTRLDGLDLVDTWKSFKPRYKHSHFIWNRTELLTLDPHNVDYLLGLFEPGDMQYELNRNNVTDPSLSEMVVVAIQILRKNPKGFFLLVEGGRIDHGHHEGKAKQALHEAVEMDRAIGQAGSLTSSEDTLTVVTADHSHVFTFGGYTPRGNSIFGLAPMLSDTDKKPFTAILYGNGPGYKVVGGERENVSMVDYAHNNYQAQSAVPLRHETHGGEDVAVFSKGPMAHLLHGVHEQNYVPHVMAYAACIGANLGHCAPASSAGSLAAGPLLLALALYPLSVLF
# Redox H2O2 prof – compounds producing H2O2 with reducing agent – biochemical, NIH compound library profiling, artefact control for MLSCN library redox annotation, primary screen | DTT-dependent redox cycling H2O2, phenol red/HRP absorbance; 100% = 100 µM peroxide control, 0% = buffer | activation, % at 10 µM | 0.03% of 200,000 active;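 active = activation of at least 50% relative to the plate's high and low controls in the primary single-dose screen; inactive = activation below 50%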;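 note: compound incubated with DTT at 0.8 mM final as the reducing agent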
# PMI activator – activators of human PMI, primary screen, biochemical, fluorescence intensity, near-Km mannose 6-phosphate | Mannose-6-phosphate isomerase (Homo sapiens), P34949 | 0.005% of 190,000 active | AID 1214, 2008 | activation factor at 20 µM | purified human PMI, coupled resazurin fluorescence, 20 min; hits give high values; 1 = vehicle control, 0 substrate-free wells;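 active = activation factor of 2 or more at 20 µM, relative to plate controls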
# PMI act hi M6P – human PMI activators, high substrate, primary screen, biochemical, fluorescence intensity, near-saturating mannose 6-phosphate; 0.34% of 190,000 active; Mannose-6-phosphate isomerase (Homo sapiens), P34949; coupled PMI enzyme assay, resazurin fluorescence, 20 min; hits give high values; 1 = untreated enzyme, 0 = substrate-free blank; AID 1216, 2008; activation factor at 20 µM;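 active = activation factor of 2 or more at 20 µM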
#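 Test system: human phosphomannose isomerase with PGI, G6PDH, diaphorase coupling enzymes; amount: 15 ng/mL PMI; incubation: enzyme reaction with compound 20 min at room temperature; technique: resorufin fluorescence (Ex 544/Em 590 nm) from resazurin via diaphorase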
# HMGR II inh – inhibitors of E. faecalis class II HMGR, primary screen, biochemical, Enterococcus faecalis | HMG-CoA reductase (Enterococcus faecalis, mvaE) | purified E. faecalis HMGR, NADPH absorbance 340 nm kinetic | AID 1066, 2008 | inhibition, % at 10 µM | 0.41% of 190,000 active;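 active = inhibition above a set limit, the median over all tested compounds plus 3 SD, cut at about 9.5% in these data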;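 note: enzyme runs in reverse so mevalonate oxidation gives rising NADPH absorbance; 0% = complete reaction with DMSO and 100% = background rate lacking mevalonate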
# RAM network inh – inhibitors of the yeast RAM network, primary screen, dse1pr::URA3 reporter, 5-FOA selection | S. cerevisiae dse1pr::URA3 reporter, 5-FOA growth OD615, 2 d; analog-sensitive cbk1-as2 kinase mutant strain | inhibition, % at 50 µM | 1.8% of 190,000 active;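 active = inhibition above a set limit, 3 SD over mean compound inhibition, cut at about 8.4% in these data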;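 note: 0% = DMSO-only wells with no growth and 100% = 10 µM 1-NA-PP1 full growth; inhibition rescues growth on 5-FOA so higher OD means more RAM inhibition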
# Hsp70 activator – Hsp70 transcriptional activators, primary screen, cell-based, HeLa, Hsp70 promoter luciferase, luminescence, 10 µM. HeLa Hsp70 promoter luciferase reporter; scaled: vehicle 0, proteasome-inhibitor control 100%. AID 1203, 2008. activation, % at 10 µM. 0.04% of 200,000 active;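 active = activation above the mean across all tested compounds plus 3 SD, cutoff set per campaign, cut at about 5.5% in these data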;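 note: 100% = MG132 at 30 µM as the positive control and 0% = DMSO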
# TNAP inh no acc – human TNAP enzyme inhibitors, primary screen, biochemical, luminescent, no phosphate acceptor, uHTS; Alkaline phosphatase, tissue-nonspecific isozyme (Homo sapiens), P05186; purified TNAP, CDP-star luminescence, 30 min; inhibition, % at 20 µM; 0.26% of 200,000 active;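 active = tissue-nonspecific alkaline phosphatase inhibition above about 50% at 20 µM in the single-dose screen, limit read from the data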;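 note: 0% = DMSO negative control and 100% = EDTA positive control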
# L major viab – Leishmania major promastigote growth inhibition, primary screen; Leishmania major promastigotes, resazurin fluorescence viability; inhibition, % at 10 µM; 9% of 200,000 active; in the data active = inhibition above about 50%;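 note: promastigotes grown with compound for 44 hours at 28 °C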
# Numbers without * were called inactive; / = not tested or not shown.
SMILES,S1P3 antag,TNAP inh hiacc,Redox H2O2 prof,PMI activator,PMI act hi M6P,HMGR II inh,RAM network inh,Hsp70 activator,TNAP inh no acc,L major viab
COc1ccc(C(=O)N2CCCC(c3nc(-c4cc(OC)c(OC)c(OC)c4)no3)C2)cc1 (centres undefined),-15,-2,-0.7,0.8,0.7,-1,1.6,-0.4,-1,9
O=C(NCC1CCCO1)c1nc2c(nnn2Cc2ccccc2Cl)c(=O)[nH]1 (centres undefined),/,-2,0.0,1.1,1.2,-5,0.2,-0.3,-6,-1
COc1ccc(NC(=O)c2cccc(NC(=O)C(C)C)c2)c([N+](=O)[O-])c1,-6,6,0.2,0.8,0.9,3,2.9,0.1,-4,73*
CCOc1cc(N2CCOCC2)c(OCC)cc1NC(=O)Cn1[nH]c(=O)c2ccccc2c1=O,1,2,2.7,1,0.9,-3,1.9,-0.3,-7,7
Cc1ccc(S(=O)(=O)N2CCCC2C(=O)NCc2ccc3c(c2)OCO3)cc1 (centres undefined),-5,-3,-0.6,0.9,0.9,-3,1.4,-0.1,-3,-5
O=[N+]([O-])c1cc(C(F)(F)F)ccc1Sc1nccn1Cc1ccccc1,/,2,1.4,1,1,-2,-0.1,-0.4,10,-3
CCOc1ccccc1C(=O)NC(CO)C(=O)O (centres undefined),/,0,0.2,0.9,0.9,0,2.3,0.8,-4,-4
COc1ccc(CCN(C)CC(O)c2ccccc2)cc1OC (centres undefined),-7,-3,0.4,1,1,-7,0.6,-0.2,-15,1
CCOC(=O)C1CCN(C(=O)COc2ccc(N(C)S(=O)(=O)c3ccc(OCC)cc3)cc2)CC1,-8,-4,-0.8,0.9,0.9,-10,-1.0,-0.1,-9,8
CCOC(=O)C1CCCN(C(=O)c2ccccc2Oc2ccccc2)C1 (centres undefined),2,-10,1.5,1.1,1,0,1.4,-0.1,-10,-4
Cc1cccn2c(=O)c(C=O)c(N3CCN(c4ccc(F)cc4)CC3)nc12,-4,1,-0.1,1,1,3,3.5,0.2,0,-3
CC(=O)c1ccc(OCc2cccc(C(F)(F)F)c2)cc1O,1,-7,0.7,0.8,0.9,-4,4.3,-0.1,-12,-3
CN1CCN(S(=O)(=O)c2ccc3[nH]cc(C(=O)O)c(=O)c3c2)CC1,/,0,0.2,0.8,0.9,-7,2.0,-0.1,-5,-4
CC(C)OC(=O)c1c(NS(=O)(=O)c2ccccc2)sc2c1CCCC2,/,-2,-0.1,0.9,0.8,-2,7.0,0.0,-8,-9
Cc1ccc(C(=O)NC(=S)Nc2cc(C(F)(F)F)ccc2Cl)cc1,/,-3,2.8,1,1,-13,-0.5,0.0,-8,-6
Cc1ccc(S(=O)(=O)NC(CC(=O)n2nc(C)cc2C)c2ccccc2)cc1 (centres undefined),/,-1,0.2,1,0.9,3,3.5,-0.1,-13,-4
CCN1CCc2c(OCC(=O)Nc3ccc4c(c3)OCCO4)cccc2C1=O,-22,-4,-1.0,1,1,1,-0.4,-0.2,-12,25
COc1cc(/C=N\N=C2/SC(CC(=O)O)C(=O)N2c2ccc(O)cc2)ccc1O (centres undefined),/,-6,1.7,0.9,1,-3,-0.3,-0.1,-14,0
COc1ccc(C(=O)CSc2nnc(CNC(=O)c3ccc(OC)c(OC)c3)n2C)cc1,-12,-4,2.2,1,1.2,-3,3.5,-0.2,-10,-9
CC(C)(C)C(=O)Nc1ccccc1C(=O)Nc1cccnc1,10,-7,-1.1,1,1,-7,-0.1,0.0,-13,-2
O=C(NC1CCCCC1)c1cccnc1C(=O)O,-7,2,-0.2,0.9,1,0,0.9,-0.2,2,0
CCOC(=O)C1=C(N)Oc2cc(C)n(CCc3ccc(OC)c(OC)c3)c(=O)c2C1c1cccnc1 (centres undefined),-34,-2,-0.4,1,1,-6,0.5,-0.4,-10,94*
CCN1c2ccccc2N(C)C1(C)c1ccccc1 (centres undefined),-12,4,1.4,0.4,0.5,-2,2.6,-0.6,-4,99*
C=CCc1cc(Cl)ccc1OCCOCCNC(C)CC (centres undefined),-5,-4,0.3,1,1,-1,0.8,0.1,-9,90*
Cc1ccccc1CN1CCN(C/C=C/c2ccccc2)CC1,/,-4,-0.1,0.9,1,-5,0.7,-0.5,-23,7
# The list continues:
SMILES,S1P3 antag,TNAP inh hiacc,Redox H2O2 prof,PMI activator,PMI act hi M6P,HMGR II inh,RAM network inh,Hsp70 activator,TNAP inh no acc,L major viab
Cc1cc(C)c(NC(=O)C2CCC(=O)N2)c(C)c1 (centres undefined),-1,-5,-0.8,0.9,1,-3,0.5,-0.4,-6,-5
Cc1ncc(CSc2nc3ccccc3[nH]2)c(N)n1,5,-8,2.7,1,1.1,-2,3.0,-0.1,-1,-4
O=C(NCCc1ccccc1)Nc1cccc(Cl)c1,5,-4,-0.3,0.9,1,-2,1.4,-0.2,-18,9
CCOc1cc(/C=C2/C(=O)N(c3ccccc3)N=C2C)ccc1OC(=O)c1ccco1,/,22,1.2,0.6,0.6,-8,3.1,-0.3,-4,1
COc1ccc(-n2cnc3scc(-c4ccccc4)c3c2=O)cc1,-15,-2,-1.0,0.9,1,-3,3.0,-0.2,-6,37
CC(C)(C)C(=O)NC(=S)Nc1cc(C(=O)O)ccc1Cl,/,-3,0.0,0.9,1,0,2.1,-0.5,-5,-5
COc1ccc(CCNC(=O)C2CCN(Cc3nc(-c4ccccc4F)oc3C)CC2)cc1OC,-8,-5,1.0,1,1,0,0.8,0.2,-16,15
Cc1ccc(NC(=O)c2cc([N+](=O)[O-])ccc2N2CCCC2)cc1,1,11,-0.1,0.9,0.9,-2,6.3,1.5,8,5
O=C(Nc1cccc(F)c1)C1CC(=O)N(c2ccc(Cl)cc2)C1 (centres undefined),/,-1,0.2,0.9,0.9,-3,0.9,-0.4,-7,-1
COc1cc(/C=C2\SC(=O)N(c3ccc(Cl)cc3)C2=O)cc([N+](=O)[O-])c1O,-16,15,-1.2,0.7,0.8,-7,3.6,0.2,15,-3
Cc1nc(C(=O)Nc2cc(Cl)ccc2Cl)nn1-c1cc(OC(C)C)c(Cl)cc1Cl,/,-6,-7.1,1,1,-1,6.7,-0.1,-13,14
CC(=O)N(CCN1CCOCC1)Cc1cc2cc3c(cc2nc1Cl)OCO3,-4,-4,0.0,0.9,0.8,-3,-1.0,-0.4,-4,23
CCN(CC)CCNC(=O)Cc1nn(Cc2ccccc2)c(=O)c2ccccc12,14,-6,-0.2,0.9,0.9,0,3.2,-0.2,-4,0
COC(=O)c1ccc2c(=O)n(CCCCCC(=O)NCc3ccccn3)c(=O)[nH]c2c1,2,-4,-0.1,0.9,1,-5,2.8,-0.1,-10,1
O=C(Nc1ccccc1C(F)(F)F)NC1CCCCC1,/,0,0.0,1,0.8,1,-0.4,-0.1,-24,-3
COc1ccc(/C=C2\SC(=O)N(CC(=O)NNC(=O)c3ccccc3O)C2=O)cc1,2,1,-0.5,1.2,1.2,-1,3.2,0.0,-218,-5
COC(=O)Cc1ccc(NC(=O)c2ccc(C)c(C)c2)cc1,/,-6,1.6,0.9,1,0,1.4,0.1,-2,0
CCOC(=O)c1c(C)nc2sc3c(=O)[nH]cnc3c2c1-c1ccc(OC)cc1,3,-2,0.7,1,1,-3,0.4,0.0,-6,4
CN(C)c1ccc(-c2noc(-c3ccccc3O)n2)cc1,-23,-3,0.0,0.9,0.9,-2,2.4,0.6,-7,-6
COc1ccc(/C=C/C(=O)NCC(=O)N2CCC(N(C)CCN3CCOCC3)CC2)cc1OC,9,-6,0.0,1.1,1.1,0,1.2,-0.2,-9,-7
Cc1c2c(nc3ccccc13)CCC(C)C2 (centres undefined),-2,2,-2.3,1.1,1.1,-3,1.7,-0.2,-5,24
CC(=O)Oc1cccc(N2C(=O)C3C4C=CC(C4)C3C2=O)c1 (centres undefined),-45,-3,1.5,1.1,1,1,0.1,0.0,6,-5
CC(=O)c1cccc(NC(=O)c2cnn3ccccc23)c1,-18,-7,-2.7,1,1.1,-2,3.4,-0.1,-5,-1
O=C(CN1CCCCCCC1)NC(=O)NC1CCCCC1,-4,2,-0.2,1,1.1,-2,1.9,-0.4,-2,58*
CCOC(=O)N1CCC(NCCNC(=O)c2ccco2)CC1,-15,0,-0.7,0.8,0.9,1,0.1,-0.1,-3,-3

# Of the compounds above, these contain a tert-butyl group.
SMILES,S1P3 antag,TNAP inh hiacc,Redox H2O2 prof,PMI activator,PMI act hi M6P,HMGR II inh,RAM network inh,Hsp70 activator,TNAP inh no acc,L major viab
CC(C)(C)C(=O)Nc1ccccc1C(=O)Nc1cccnc1,10,-7,-1.1,1,1,-7,-0.1,0.0,-13,-2
CC(C)(C)C(=O)NC(=S)Nc1cc(C(=O)O)ccc1Cl,/,-3,0.0,0.9,1,0,2.1,-0.5,-5,-5

# The list continues.
SMILES,S1P3 antag,TNAP inh hiacc,Redox H2O2 prof,PMI activator,PMI act hi M6P,HMGR II inh,RAM network inh,Hsp70 activator,TNAP inh no acc,L major viab
Nc1nc2c(ncn2COC(CO)CO)c(=O)[nH]1,-1,-1,0.2,1,1,0,1.7,-0.4,-8,48
CCCc1nc(SCC(=O)N2CCC(Cc3ccccc3)CC2)c2c(=O)n(C)c(=O)n(C)c2n1,-4,-4,-0.5,0.8,0.8,-7,2.5,-0.2,-4,10
CCCC(O)(c1ccc(OC)cc1)C(CN(C)C)c1ccccc1 (centres undefined),/,-2,-0.1,1,1.1,-1,-0.1,-0.2,-9,-2
Cc1ccccc1-c1noc(-c2cccs2)n1,-20,-2,-0.5,0.9,0.9,4,2.6,-0.1,-6,-10
Cc1cc(C)c(C(=O)CN2C(=O)NC3(CCC(C)CC3)C2=O)cc1C (centres undefined),-30,-4,-0.1,1.1,1.1,4,4.3,0.0,1,8
O=c1c2c([nH]c3ccc(Br)cc13)CCCC2,-17,-4,/,1.2,1.1,/,/,/,2,/
CC(=O)Nc1ccc(NC(=S)Nc2ccccc2)cc1,/,-3,2.7,0.9,0.9,3,1.5,-0.3,-10,-2
O=[N+]([O-])c1cc(/C=N/n2c(-c3ccncc3)n[nH]c2=S)ccc1Cl,-16,-2,-2.2,1,1,2,1.8,0.0,17,2
COc1ccccc1/C=C1\SC(=S)N(Nc2nc(C)cc(C)n2)C1=O,/,-1,-4.1,0.9,1,-5,4.5,-0.2,19,-4
CCC1CCCCN1CC(=O)c1c(C)[nH]c2ccccc12 (centres undefined),-2,-4,2.3,1,1,-4,0.0,0.1,-24,1
Cc1cccc(C)c1-n1c(SCC(=O)N2CC(=O)Nc3ccccc32)nc2ccccc2c1=O,-5,-2,0.4,0.8,0.9,-10,4.9,-0.2,-6,17

# Assay outcomes as filed in PubChem.
